Screens from PubChem BioAssay.
12-LOX inh – Primary qHTS assay for inhibitors of human arachidonate 12S-lipoxygenase (ALOX12): Round 2. Polyunsaturated fatty acid lipoxygenase ALOX12 (Homo sapiens), P18054. purified 12hLO, xylenol orange hydroperoxide absorbance. Potency, µM (titrated, usually from 108 µM), for the others: top-dose activity change, negative = inhibition, most hits filed as inhibitors. 580,000 compounds, 1.1% hits. AID 1671190, 2021; also: potency is read from the fitted curve at half-maximal effect; % is scaled to controls: 0 for no effect and ±100 for the full control effect
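Purified human 12hLO at 150 nM in 25 mM Hepes, 0.01% Triton X-100, pH 7.0, preincubated 15 min at room temperature with compound. Reaction started with 40 uM arachidonic acid, 30 min at room temperature. Hydroperoxide measured by Fe-xylenol orange, 573/405 nm absorbance ratio.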
Pol iota inh – qHTS for Inhibitors of Polymerase Iota | Potency, µM (doses to about 115 µM), for inactives: at the top dose activity, negative = inhibition, most hits filed as inhibitors | AID 588590, 2011 | DNA polymerase iota (Homo sapiens), Q9UNA4 | Pol iota fluorescent replication assay, 10 min | 390,000 compounds, 1% hits; also: potency is read from the fitted curve at half-maximal effect
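Fluorescent replication assay read twice, at 0 min and 10 min after adding 50 nM (final) substrate. Enzyme (10 nM) and compounds were first incubated 15 min at room temperature; enzyme-free buffer wells were negative controls.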
APE1 inh – qHTS Assay for Inhibitors of the Human Apurinic/apyrimidinic Endonuclease 1 (APE1); DNA repair nuclease/redox regulator APEX1 (Homo sapiens), P27695; recombinant APE1, TAMRA/BHQ-2 abasic DNA cleavage fluorescence; Potency, µM (doses to about 65.8 µM), for the others: at the highest dose activity change, negative = inhibition, actives largely listed as inhibitors; 350,000 compounds, 0.35% hits; AID 2517, 2012;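 also: potency is read from the fitted curve at half-maximal effect; plate controls were vehicle for no effect and reference inhibitor for full effect; nearly all actives have a fitted effect of over 55% in size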
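Measures dequenching upon AP-site incision of a 5'-TAMRA/3'-BHQ-2 THF-containing duplex, 50 nM; human APE1 0.75 nM after 15 min room-temperature exposure to compound; kinetic three-point read at one-minute spacing.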
POLB inh – qHTS Assay for Inhibitors of DNA Polymerase Beta; Potency, µM (top dose mostly 114 µM), for the others: at the top dose activity change, negative = inhibition, most hits filed as inhibitors; Pol beta primer extension/strand displacement, fluorescence kinetic; 340,000 compounds, 1.3% hits; P06746; also: potency is read from the fitted curve at half-maximal effect; % is scaled to controls: 0 for no effect and ±100 for the full control effect
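Pol beta (10 nM) and compounds were preincubated 15 min at room temperature, then 50 nM substrate (final) started primer extension/strand displacement. Reads were taken at 0 and 10 min; concentration-response data were fitted to a four-parameter Hill equation.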
ERG Ets-DNA blk – qHTS for Small Molecule Inhibitors of the ERG Ets/DNA interaction; Transcriptional regulator ERG (Homo sapiens), P11308; fluorescence polarization, His-ERG Ets domain / labelled DNA; Potency, µM (doses to about 76.9 µM), for inactives: top-dose FP activity, negative = inhibition, usual class: inhibitors; 370,000 compounds, 0.028% hits; active = well fitted inhibition curve with a large enough effect in the polarisation, with a control signal flat; inconclusive = small, poorly fitted or top-dose-only effect, or effect the other way, or a change in a side signal; inactive = no such curve, though single readings can be large or run the other way; the % refers to the polarisation;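 also: polarization taken with two DNA probes labelled with fluorescein and Texas red; potency is read from the fitted curve at half-maximal effect; % of control where 0% means no effect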
Target sequence (P11308 whole entry, looked up, the tested form may be a part): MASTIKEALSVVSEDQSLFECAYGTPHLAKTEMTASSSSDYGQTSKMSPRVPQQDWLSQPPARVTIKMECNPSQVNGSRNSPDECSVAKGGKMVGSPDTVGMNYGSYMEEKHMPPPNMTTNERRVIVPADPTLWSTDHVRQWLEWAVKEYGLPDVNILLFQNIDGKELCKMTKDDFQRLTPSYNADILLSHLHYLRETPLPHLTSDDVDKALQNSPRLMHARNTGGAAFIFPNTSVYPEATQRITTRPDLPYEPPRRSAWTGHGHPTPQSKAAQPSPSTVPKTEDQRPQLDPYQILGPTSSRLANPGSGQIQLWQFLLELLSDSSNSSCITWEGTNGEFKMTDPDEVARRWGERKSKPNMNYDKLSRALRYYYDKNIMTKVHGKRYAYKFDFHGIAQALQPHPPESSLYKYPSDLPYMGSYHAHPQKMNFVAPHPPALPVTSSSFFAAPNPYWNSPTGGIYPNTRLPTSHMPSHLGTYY
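His-tagged ERG Ets domain (1 uM in the protein solution; 300mM KCl, 50mM Tris-HCl, 1mM EDTA, 1mM DTT, pH 7.5) received compound, then a probe mix of 5 nM fluorescein-DNA and 100nM Texas-615-DNA. Fluorescence polarization was read for both dyes.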
TRHR agonist – qHTS for Small Molecule Agonists and Allosteric Enhancers of Human TRH Receptor: Primary Screen for Agonists; activation, % at 2 µM; 360,000 compounds, 0.18% hits; TRHR cells, calcium flux fluo-8, FDSS agonist mode; in the data active = activation above about 30%; also: 0% is about no effect
Target sequence (P34981 whole entry, looked up): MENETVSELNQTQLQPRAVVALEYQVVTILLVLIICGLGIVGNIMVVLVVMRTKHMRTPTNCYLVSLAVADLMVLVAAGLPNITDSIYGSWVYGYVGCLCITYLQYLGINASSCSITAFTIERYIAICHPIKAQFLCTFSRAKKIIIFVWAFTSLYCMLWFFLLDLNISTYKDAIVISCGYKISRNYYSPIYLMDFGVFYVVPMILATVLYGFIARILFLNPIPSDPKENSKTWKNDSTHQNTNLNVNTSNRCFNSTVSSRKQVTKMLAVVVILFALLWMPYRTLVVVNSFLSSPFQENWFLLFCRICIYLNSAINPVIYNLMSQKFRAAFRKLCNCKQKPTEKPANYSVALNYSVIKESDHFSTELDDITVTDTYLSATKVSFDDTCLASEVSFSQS
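TRHR-expressing cells, plated overnight in medium with 10% serum, were loaded with fluo-8 calcium dye at room temperature. After a 10 s baseline, library compound was pin-added and calcium release was recorded kinetically (ex 480/em 530) as agonist response.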
POLK inh – qHTS for Inhibitors of Polymerase Kappa; purified Pol kappa, fluorescent DNA synthesis assay, 10 min; Potency, µM (doses to about 107 µM), for the others: at the top dose activity, negative = inhibition, actives largely listed as inhibitors; 400,000 compounds, 0.53% hits; AID 588579, 2011; also: potency is read from the fitted curve at half-maximal effect; % is scaled to controls: 0 for no effect and ±100 for the full control effect
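Activity was followed as the change in fluorescence between reads at 0 and 10 min after starting the reaction with 50 nM substrate. Beforehand, 10 nM polymerase had been preincubated with compound for 15 min at room temperature.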
BLM inh – qHTS Assay for Inhibitors of Bloom's syndrome helicase (BLM) | RecQ-like DNA helicase BLM (Homo sapiens), P54132 | recombinant BLM DNA unwinding, fluorescence dequenching | Potency, µM (highest dose often 56.1 µM), for inactives: at the highest dose activity change, negative = inhibition, actives largely listed as inhibitors | 350,000 compounds, 0.2% hits | AID 2528, 2010;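 also: potency is read from the fitted curve at half-maximal effect; plate controls were vehicle for no effect and no enzyme for full effect; nearly all actives have a fitted effect of over 35% in size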
Apoferritin bind – qHTS Assay for Identification of Novel General Anesthetics; Potency, µM (highest dose often 77.5 µM), without a hit: at the highest dose activity change, negative = displacement, usual class: inhibitors; Ferritin light chain (Equus caballus), P02791; apoferritin/1-aminoanthracene competitive binding, fluorescence; 350,000 compounds, 0.074% hits; also: potency is read from the fitted curve at half-maximal effect; % is scaled to controls: 0 for no effect and ±100 for the full control effect; nearly all actives have a fitted effect of over 20% in size
Target sequence (P02791 2-175 limits assumed): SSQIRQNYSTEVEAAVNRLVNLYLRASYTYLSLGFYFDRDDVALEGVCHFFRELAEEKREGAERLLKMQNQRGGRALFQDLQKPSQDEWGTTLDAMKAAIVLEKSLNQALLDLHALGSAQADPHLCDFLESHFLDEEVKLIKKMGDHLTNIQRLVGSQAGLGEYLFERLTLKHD
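Concentration-response curves derived by four-parameter Hill fitting of normalized fluorescence, where compounds displaced 1-AMA from 10 uM horse apoferritin following a brief 10 min room-temperature incubation; propofol titration acted as positive control.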
The depositor's hits bear a star; ? = inconclusive; . = no result given; [ ] = another dose, or the depositor's remark. Unless noted, calls follow the shape of the dose curve; as a rule, active = well fitted curve in the direction sought with a large enough effect; inconclusive = small, poorly fitted or top-dose-only effect, or another doubt; inactive = no such curve, though single readings can be large; an effect the other way counts as inactive or inconclusive. A portion of the library (hit frequency here may not be typical).

SMILES	12-LOX inh	Pol iota inh	APE1 inh	POLB inh	ERG Ets-DNA blk	TRHR agonist	POLK inh	BLM inh	Apoferritin bind
O=C(c1cnccn1)N1CCC2(CCN(Cc3ccncc3)CC2)CC1	2.3%[57.4 µM]	.	3.8%	.	.	.	-6.4%[60.1 µM]	1.3%	.
N#C/C(=C/c1ccccc1[N+](=O)[O-])C(=O)NCc1ccco1	-15.8%	23.2%	0.8%	13.2%	-0.3%	1.2	-24.8%	-6.3%	-3.7%
CCOc1ccc(NC(=O)C(C)Oc2ccc(C#N)cc2)cc1S(=O)(=O)N1CCCC1 (centres undefined)	171.0%[activator]	3.2%	8.2%	.	2.5%	5.0	-23.4%	.	.
COc1ccc(/C=C2/CCC(CN3CCOCC3)C2=O)cc1 (centres undefined)	?	?	.	.	-10.4%	.	-14.3%	.	.
COc1cc(/C=C2\SC(=S)N(CCC(=O)Nc3ccc(O)cc3)C2=O)cc(OC)c1OC	-22.2%	-7.9%	11.8%	-20.2%	33.4%[activator]	0.0	7.8%	-7.2%	-11.3%
COc1ccc(NC(=O)Nc2cc(C)ccc2F)cc1OC	-8.6%	-23.9%	-6.4%	4.9%	-10.2%	-0.5	-7.6%	-1.2%	-0.4%
CCCn1c(N2CCN(CC(=O)c3c(C)n(C)c4ccc(OC)cc34)CC2)nc2c1c(=O)[nH]c(=O)n2C	?	-0.6%	-1.7%	10.4%	-19.3%	1.5	-4.9%	4.5%	-11.3%
CCNc1nc(N)nc(Oc2ccc(OCCOc3ccccc3)nn2)n1	0.0%	8.5%	-2.9%	16.2%	-2.4%	-0.1	-12.0%	-1.1%	-6.7%
Cc1ccc(SCC(=O)Nc2ccc(O)c(-c3nc4cc(C)ccc4o3)c2)cc1	-13.5%	27.4%	.	-0.5%	-3.5%	-0.5	2.0%	-4.0%	30.7%[activator]
COc1ccccc1NC(=O)CN1CCN(CC(=O)Nc2ccc(OC)c(OC)c2)CC1	8.8%	45.6%[activator]	12.2%	14.5%	-3.9%	-0.9	-26.1%	0.1%	3.4%
NC(Cc1ccc(Oc2ccc(O)cc2)cc1)C(=O)O (centres undefined)	.	.	4.7%	-44.0%	.	0.2	.	-0.5%	-12.3%
COc1ccccc1C(=O)Nc1nnc(-c2ccc3c(c2)CCCC3)o1	-4.7%	-11.0%	-2.5%	4.7%	-5.9%	-0.2	3.3%	-0.7%	?
O=C(CN(C(=O)c1csnn1)c1ccc(F)cc1)NCCc1ccccc1	-58.2%	69.6%[activator]	13.1%	82.8%	-6.2%	-0.3	1.7%	-1.0%	5.4%
N#C/C(=C/c1cc[nH]c1)C(N)=S	?	141.4%[activator]	-4.5%	4.1%	8.3%	-0.1	-6.5%	-17.0%	?
CCn1c(SCC(=O)N/N=C/c2ccc(O)c(OC)c2)nc2ccccc21	0.4%	21.1%	-1.8%	1.1%	-1.2%	-0.7	10.1%	1.0%	-13.4%
COc1ccc(-n2nc(C(=O)NCCCOC(C)C)c3c4ccccc4n(C)c3c2=O)cc1	-25.2%	25.5%	.	20.7%	-2.6%	0.3	-7.5%	-0.5%	-8.3%
O=C(CNCc1ccccn1)Nc1cc(C(F)(F)F)ccc1N1CCOCC1	11.4%	36.3%[activator]	1.8%	-12.8%	-15.3%	0.3	-6.2%	-5.4%	-5.6%
COc1cccc(NC(=O)Cn2c(CCC(=O)O)ccc2-c2ccc(C)cc2)c1	-3.7%	7.1%	-2.3%	2.1%	7.7%	0.5	6.6%	-3.5%	-11.3%
COCCCNCCC(CCC(C)C)c1ccc2c(c1)OCO2 (centres undefined)	?	-15.0%[58.9 µM]	-0.5%	0.4%	1.2%	2.2	-1.1%	1.0%	-10.1%
CCOc1cc(NC(=O)c2cccs2)c(OCC)cc1NC(=O)c1cccnc1	-4.0%	-10.4%	6.5%	-19.0%	-0.5%	-0.1	-22.2%	2.6%	0.7%
Cc1cccc(C)c1NC(=O)CNC(=O)c1c(C)nn(-c2ccccc2)c1Cl	-18.9%	10.4%	13.4%	.	4.2%	-0.6	-7.7%	.	.
Clc1cccc(N2CCN(Cc3ccc(Br)o3)CC2)c1	?	10.7%	-11.2%	4.0%	2.5%	-1.2	-4.0%	-8.5%	-21.0%
COc1ccc(C2Nc3ccccc3C(=O)N2Cc2ccccc2)cc1 (centres undefined)	18.1%	2.5%	5.4%	-0.1%	1.9%	-0.9	-8.8%	-7.7%	81.8%[activator]
O=C(N/N=C/c1cc(Br)cs1)c1ccccc1[N+](=O)[O-]	0.4%	-11.0%	-0.4%	-2.8%	-0.8%	0.3	-7.9%	-3.8%	-11.3%
CCOc1cc(N2CCOCC2)c(OCC)cc1NC(=O)c1cc(S(=O)(=O)N2CCOCC2)ccc1C	0.2%	3.3%	25.9%	.	0.2%	.	-7.9%	.	.
SMILES	12-LOX inh	Pol iota inh	APE1 inh	POLB inh	ERG Ets-DNA blk	TRHR agonist	POLK inh	BLM inh	Apoferritin bind
CC(C)Nc1nc2c(S(=O)(=O)c3cccc(Cl)c3)nnn2c2ccsc12	0.0%	-5.4%	.	9.1%	5.2%	0.7	-2.8%	-1.2%	-1.9%
O=c1[nH]cccc1-c1nc2ccccc2[nH]1	4.2%	-28.4%	-0.3%	3.0%	-10.5%	0.1	-19.6%	-0.8%	244.2%[activator]
O=C(CSc1nnc(-c2ccc(Cl)s2)o1)N1CCCc2ccccc21	0.0%	0.6%	1.8%	-0.9%	2.7%	-0.1	-4.2%	-5.9%	-14.7%
CCN1C(=O)[C@H]2[C@H]3CN=C(SCc4ccccc4)N3[C@@](CC)(C(=O)OC)[C@H]2C1=O	?	-0.9%	-12.3%	.	13.3%	.	0.3%	.	.
COc1ccc(C2C(C(C)=O)=C(O)C(=O)N2CCc2c[nH]c3ccccc23)cc1 (centres undefined)	?	-7.9%	4.5%	-3.4%	-12.1%	-2.5	-7.5%	1.7%	-7.9%
CC1CCCCC1NC(=O)C1CCN(S(=O)(=O)c2ccc(-n3cnnn3)cc2)CC1 (centres undefined)	12.9%	1.0%[58.9 µM]	2.7%	23.9%	-4.3%	0.8	-2.6%	-1.9%	-9.4%
CCOC(=O)c1ccc(CN(Cc2ccc(F)cc2)S(=O)(=O)c2cc(C(=O)Nc3cccc(C(F)(F)F)c3)ccc2F)cc1	-4.6%	12.3%	.	-4.2%	-13.2%	2.7	-12.5%[60.1 µM]	-7.9%	2.0%
O=C(c1ccccc1)c1c(O)cc(-c2ccccc2)oc1=O	-3.5%	-5.0%	-4.9%	15.8µM*	-4.8%	0.1	-17.3%	3.3%	-3.9%
CCn1cc(CN(C)C(=O)/C=C/c2ccc([N+](=O)[O-])cc2)c(C)n1	-3.8%	15.6%	-0.5%	?	?	1.1	6.4%	-1.2%	6.0%
CCOc1cc(/C=C\c2nc(O)c([N+](=O)[O-])c(=O)[nH]2)ccc1OC(C)CC (centres undefined)	-11.8%	?	2.7%	2.7%	12.5%	0.4	-1.9%	-7.1%	-5.4%
COc1cc(-c2noc(C)c2C(=O)NCCCn2ccnc2)cc(OC)c1OC	-47.0%	-9.1%	-0.6%	.	-6.1%	.	-5.7%	.	.
CC(C)n1cnnc1SCC(=O)NCC(=O)Nc1ccc(F)cc1	3.2%	-9.7%	12.4%	.	-6.5%	1.8	7.6%	.	.
Cc1ccc(NS(=O)(=O)c2ccc(C)c(C(=O)N3CCOCC3)c2)cc1	19.3%	-13.7%	49.1%[activator]	1.0%	-10.1%	-0.2	0.6%	3.2%	-11.8%
C#Cc1ccc(CN2CCC(C(=O)Nc3ccc(Oc4ccccc4)nc3)CC2)cc1	-13.2%	9.0%	-10.0%	13.1%	-1.2%	2.7	0.3%	-1.9%	-7.8%
COc1cccc(CNC(=O)c2cnc(-c3ccccn3)nc2C(F)(F)F)c1	-19.8%	64.0%[activator]	-1.2%	-2.5%	-7.1%	-0.2	-6.4%	-1.6%	-8.9%
COc1ccc2nc(SCC(=O)Nc3c(C)cccc3C)[nH]c2c1	-2.7%	18.7%	12.3%	11.4%	7.6%	0.2	-6.7%	0.2%	-5.3%

As entered above:
For BLM inh, CCn1cc(CN(C)C(=O)/C=C/c2ccc([N+](=O)[O-])cc2)c(C)n1 is listed with -1.2%
For Apoferritin bind, CC1CCCCC1NC(=O)C1CCN(S(=O)(=O)c2ccc(-n3cnnn3)cc2)CC1 (centres undefined) is listed with -9.4%
For 12-LOX inh, CC(C)Nc1nc2c(S(=O)(=O)c3cccc(Cl)c3)nnn2c2ccsc12 is listed with 0.0%
For APE1 inh, O=C(c1ccccc1)c1c(O)cc(-c2ccccc2)oc1=O is listed with -4.9%

2 of the compounds above, field by field.
> CC(C)n1cnnc1SCC(=O)NCC(=O)Nc1ccc(F)cc1
- 12-LOX inh: 3.2%
- Pol iota inh: -9.7%
- APE1 inh: 12.4%
- POLB inh: .
- ERG Ets-DNA blk: -6.5%
- TRHR agonist: 1.8
- POLK inh: 7.6%
- BLM inh: .
- Apoferritin bind: .
> COc1ccc2nc(SCC(=O)Nc3c(C)cccc3C)[nH]c2c1
- 12-LOX inh: -2.7%
- Pol iota inh: 18.7%
- APE1 inh: 12.3%
- POLB inh: 11.4%
- ERG Ets-DNA blk: 7.6%
- TRHR agonist: 0.2
- POLK inh: -6.7%
- BLM inh: 0.2%
- Apoferritin bind: -5.3%
